# Source: PubChem
# AMPAR-TARP mod: modulators of GluA2-stargazin AMPA receptor complexes, primary screen, cell-based, membrane potential dye. HEK293 GluA2+stargazin, membrane potential dye (FDSS), glutamate EC50; hits were called plate by plate, in both directions. calls only at 30 µM. Voltage-dependent calcium channel gamma-2 subunit (Mus musculus) + Glutamate receptor 2 …. hit rate 3.5% among 40,000;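 active = any of four per-well response measures lying three or more SD from its plate-wide compound average, in either direction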
# Target sequence (O88602 whole entry, looked up): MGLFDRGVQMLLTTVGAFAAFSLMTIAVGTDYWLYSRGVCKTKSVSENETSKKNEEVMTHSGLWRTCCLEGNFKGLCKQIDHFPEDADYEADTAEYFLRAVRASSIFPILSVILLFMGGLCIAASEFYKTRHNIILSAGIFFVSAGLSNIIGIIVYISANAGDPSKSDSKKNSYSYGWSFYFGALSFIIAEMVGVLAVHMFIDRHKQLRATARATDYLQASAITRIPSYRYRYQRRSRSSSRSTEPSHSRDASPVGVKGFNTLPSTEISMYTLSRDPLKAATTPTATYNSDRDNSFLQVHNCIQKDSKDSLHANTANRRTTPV
# Target sequence (P19491 whole entry, looked up): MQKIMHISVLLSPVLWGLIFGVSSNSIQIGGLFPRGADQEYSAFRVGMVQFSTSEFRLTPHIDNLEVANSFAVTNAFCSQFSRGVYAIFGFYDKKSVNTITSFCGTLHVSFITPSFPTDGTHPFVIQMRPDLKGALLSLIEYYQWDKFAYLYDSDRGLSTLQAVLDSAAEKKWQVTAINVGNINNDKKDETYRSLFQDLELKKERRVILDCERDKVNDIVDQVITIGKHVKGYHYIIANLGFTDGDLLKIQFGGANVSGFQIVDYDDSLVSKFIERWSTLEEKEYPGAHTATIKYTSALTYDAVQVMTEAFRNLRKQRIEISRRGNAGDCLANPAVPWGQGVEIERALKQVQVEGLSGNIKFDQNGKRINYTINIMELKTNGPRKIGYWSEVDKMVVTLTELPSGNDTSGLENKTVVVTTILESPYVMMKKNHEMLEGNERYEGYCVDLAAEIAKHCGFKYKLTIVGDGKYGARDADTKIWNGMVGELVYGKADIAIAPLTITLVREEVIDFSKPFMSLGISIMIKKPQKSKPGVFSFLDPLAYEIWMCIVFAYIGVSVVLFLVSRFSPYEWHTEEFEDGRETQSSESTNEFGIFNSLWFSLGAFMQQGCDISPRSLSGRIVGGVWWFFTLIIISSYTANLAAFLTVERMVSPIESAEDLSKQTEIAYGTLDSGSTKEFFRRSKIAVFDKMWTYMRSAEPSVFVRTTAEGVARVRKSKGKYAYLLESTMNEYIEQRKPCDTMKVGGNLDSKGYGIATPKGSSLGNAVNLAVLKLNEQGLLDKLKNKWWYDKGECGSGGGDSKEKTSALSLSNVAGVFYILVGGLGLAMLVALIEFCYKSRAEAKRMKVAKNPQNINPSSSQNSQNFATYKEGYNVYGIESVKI
# AMPAR-TARP mod agonism max-min: recorded beside AMPAR-TARP mod, whose call it bears; compound max-min signal; compound-alone response (agonism);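 unitless range of fluorescence divided by baseline over first 100 seconds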
# AMPAR-TARP mod glutamate slope: second read-out of AMPAR-TARP mod, no call of its own (marks repeat the call); glutamate slope, % of max; measured here: glutamate response slope, % max;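 scaled per plate between vehicle wells and maximal 1 mM glutamate control wells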
# * hit, by the source's call; i = inactive; + = active, no number. An excerpt (hit frequency here may not be typical).
# Start of the data: the first 6 entries as a preview:
compound | AMPAR-TARP mod agonism max-min | AMPAR-TARP mod glutamate slope | AMPAR-TARP mod
COc1ccc2nc(-c3ccc(C)c(NC(=O)C(C)Oc4ccccc4F)c3)cn2n1 (stereo not given) | 0.041 | 61 | i
COc1ccc([N+](=O)[O-])cc1NC(=O)CCCS(=O)(=O)c1ccc(F)cc1 | 0.085 | 67 | i
O=C(O)CCCC(=O)Nc1ccccc1C(=O)N1CCOCC1 | 0.04 | 51 | i
O=C(NCC1COC2(CCCCC2)O1)c1cc2ccccc2oc1=O (stereo not given) | 0.099 | 101 | i
COc1ccc(S(=O)(=O)N2CCC(C(=O)Nc3ccc(F)cc3F)CC2)cc1 | 0.11 | 54 | i
Cc1ccc(Oc2ccc(NC(=O)C(C)Oc3ccccc3)cc2)nn1 (stereo not given) | 0.089 | 60 | i

# This part in full (from the top)
compound | AMPAR-TARP mod agonism max-min | AMPAR-TARP mod glutamate slope | AMPAR-TARP mod
COc1ccc2nc(-c3ccc(C)c(NC(=O)C(C)Oc4ccccc4F)c3)cn2n1 (stereo not given) | 0.041 | 61 | i
COc1ccc([N+](=O)[O-])cc1NC(=O)CCCS(=O)(=O)c1ccc(F)cc1 | 0.085 | 67 | i
O=C(O)CCCC(=O)Nc1ccccc1C(=O)N1CCOCC1 | 0.04 | 51 | i
O=C(NCC1COC2(CCCCC2)O1)c1cc2ccccc2oc1=O (stereo not given) | 0.099 | 101 | i
COc1ccc(S(=O)(=O)N2CCC(C(=O)Nc3ccc(F)cc3F)CC2)cc1 | 0.11 | 54 | i
Cc1ccc(Oc2ccc(NC(=O)C(C)Oc3ccccc3)cc2)nn1 (stereo not given) | 0.089 | 60 | i
Cc1ccc(S(=O)(=O)N(C)c2cc(S(=O)(=O)NC(C)C)c(C)cc2C)cc1 | 0.033 | 48 | i
COc1cccc(CNC(=O)C(=O)NCCC2CCCCN2S(=O)(=O)c2ccccc2)c1 (stereo not given) | 0.056 | 63 | i
O=C(Cn1nc(-c2ccco2)c2sc(N3CCCCC3)nc2c1=O)NCc1ccc(F)cc1 | 0.048 | 47 | i
COc1ccc(CCNS(=O)(=O)c2cc3c4c(c2)CCN4C(=O)CC3)cc1 | 0.082 | 61 | i
Cc1nnc(CNC(=O)C2CN(C(=O)c3c[nH]c4ccccc34)C2)o1 | 0.11 | 56 | i
COC(=O)c1ccc(NC(=O)C(=O)NCC(C)(O)c2ccc(-c3ccccc3)cc2)cc1 (stereo not given) | 0.11 | 53 | i
CN(C)C(CNC(=O)C(=O)NCc1ccc2c(c1)OCO2)c1ccco1 (stereo not given) | 0.074 | 95 | i
O=C(Nc1cccc2nsnc12)c1cc(Cl)ccn1 | 0.13 | 52 | i
COc1ccccc1N1CCN(C(CNS(=O)(=O)c2ccc(C)cc2)c2cccnc2)CC1 (stereo not given) | 0.11 | 60 | i
COc1cn(CC(=O)Nc2ccc3c(c2)OCO3)c(CSc2nnnn2C)cc1=O | 0.053 | 48 | i
COc1ccc(C(=O)NCCc2ccsc2)cc1OC | 0.039 | 25 | i
CCNC(=O)C1Cc2ccccc2N1C(=O)c1ccc(S(=O)(=O)N(C)C)cc1 (stereo not given) | 0.048 | 52 | i
COc1ccc(-c2ccc(=O)n(CCCC(=O)Nc3nc4ccc(C)cc4s3)n2)cc1 | 0.044 | 37 | i
COc1ccc(C(c2c(O)cc(C)[nH]c2=O)c2c(O)cc(C)[nH]c2=O)cc1OC | 0.048 | 52 | i
CCCCc1ccc(N2CC(C)Cn3c2nc2c3c(=O)n(CC(=O)O)c(=O)n2C)cc1 (stereo not given) | 0.11 | 64 | i
COc1ccc(C)cc1NC(=O)c1ccc(=O)n(Cc2cccc(C)c2)c1 | 0.068 | 63 | i
COc1ccc(C(C)=O)cc1CSc1nc2ccccc2c(=O)n1NC(=O)c1ccccc1 | 0.072 | 53 | i
CCc1ccc(S(=O)(=O)Nc2ccc3c(c2)N(C(=O)c2ccco2)CC3)s1 | 0.064 | 44 | i
COc1ccc(CNC(=O)NCC2CCN(S(=O)(=O)C3CC3)CC2)cc1 | 0.053 | 37 | i
CC(C)c1nnc(C2CCN(CC(=O)c3ccc(Cl)cc3)CC2)o1 | 0.082 | 61 | i
CSc1ccc(CC(=O)Nc2nc3ccc(S(C)(=O)=O)cc3s2)cc1 | 0.096 | 50 | i
CCOc1ccc(-c2nc(COC(=O)c3nnn(-c4ccc(OC)cc4)c3C)c(C)o2)cc1 | 0.057 | 57 | i
O=S(=O)(NCC(O)(c1ccco1)C1CC1)c1ccc(OC(F)(F)F)cc1 (stereo not given) | 0.18 | 53 | i
Cc1ccc(NC(=O)Cc2csc(NC(=O)c3ccc[nH]c3=O)n2)cc1Cl | 0.061 | 49 | i

# Sorted by value in AMPAR-TARP mod agonism max-min (smallest number first): 6 from the list above
compound | AMPAR-TARP mod agonism max-min | AMPAR-TARP mod glutamate slope | AMPAR-TARP mod
COc1cn(CC(=O)Nc2ccc3c(c2)OCO3)c(CSc2nnnn2C)cc1=O | 0.053 | 48 | i
CCc1ccc(S(=O)(=O)Nc2ccc3c(c2)N(C(=O)c2ccco2)CC3)s1 | 0.064 | 44 | i
COc1ccc(CCNS(=O)(=O)c2cc3c4c(c2)CCN4C(=O)CC3)cc1 | 0.082 | 61 | i
CSc1ccc(CC(=O)Nc2nc3ccc(S(C)(=O)=O)cc3s2)cc1 | 0.096 | 50 | i
O=C(NCC1COC2(CCCCC2)O1)c1cc2ccccc2oc1=O (stereo not given) | 0.099 | 101 | i
CCCCc1ccc(N2CC(C)Cn3c2nc2c3c(=O)n(CC(=O)O)c(=O)n2C)cc1 (stereo not given) | 0.11 | 64 | i

# (next part)
compound | AMPAR-TARP mod agonism max-min | AMPAR-TARP mod glutamate slope | AMPAR-TARP mod
CC(C)Oc1ccc(C(=O)N2CCC(c3ccsc3)CC2)cc1 | 0.096 | 68 | i
CC(=O)Nc1ccc(NC(=O)C(=O)NCCc2ccc(F)cc2)cc1 | 0.044 | 47 | i
COc1ccc(OCC(=O)Nc2nnc(-c3cc(C)nn3C)o2)cc1 | 0.057 | 43 | i
CCOC(=O)c1c(NC(=O)CS(=O)(=O)Cc2ccccc2)sc2ccccc12 | 0.096 | 49 | i
O=S(=O)(NC1(c2nc(-c3cnccn3)no2)CCCCC1)c1ccc(F)c(Cl)c1 | 0.15* | 41* | +
CCCc1nnc(NC(=O)c2c[nH]c3c(Cl)cccc3c2=O)s1 | 0.13 | 52 | i
O=c1c2nnn(-c3ccccc3)c2ncn1Cc1nc(-c2ccccc2Cl)no1 | 0.1 | 66 | i
O=[N+]([O-])c1cccc(NS(=O)(=O)c2ccc3ccccc3c2)c1 | 0.17* | 38* | +
COc1ccc(Cl)cc1C(=O)Nc1cccc(N2CCCCC2=O)c1 | 0.084 | 55 | i
Cc1cc(NC(=O)C2CCN(S(=O)(=O)c3cccs3)CC2)n(C(C)C)n1 | 0.077 | 52 | i
CCCCc1ccc(Nc2nc3c(c(=O)n(C)c(=O)n3C)n2CC(=O)O)cc1 | 0.059 | 48 | i
CCCC(=O)Nc1ccc2c(c1)N(C(=O)C1CCCO1)CC2 (stereo not given) | 0.096 | 60 | i
COc1ccc(S(=O)(=O)N2CCC(C(=O)Nc3nc(-c4ccc(Cl)cc4)cs3)CC2)cc1 | 0.094 | 45 | i
Nc1c(-c2nc(-c3ccc(F)cc3)no2)nnn1-c1ccccc1 | 0.12 | 49 | i
Cc1csc(C(=O)NCCN2CCC(c3cccs3)CC2)c1 | 0.05 | 54 | i
Cc1cc(C)c(-c2ccc(=O)n(CC(=O)NCc3ccc(F)cc3)n2)cc1C | 0.068 | 98 | i
Cc1nc2scc(C)n2c(=O)c1NC(=O)CC1CCCC1 | 0.047 | 65 | i
COC(=O)CN1CCN(c2nc3c(c(=O)[nH]c(=O)n3C)n2Cc2cccc3ccccc23)CC1 | 0.081 | -8 | i
O=C(CSc1ccc(-c2ccc3c(c2)OCO3)nn1)Nc1ccccc1Cl | 0.044 | 67 | i
COc1ccc(C)cc1NC(=O)c1cc2c(=O)n3cc(C)ccc3nc2n1Cc1ccccc1 | 0.15* | 50* | +
COc1ccc(CC(=O)Nc2nnc(CS(=O)(=O)c3ccccc3)o2)cc1 | 0.098 | 45 | i
Cc1ccc2oc(=O)c(S(=O)(=O)c3ccc(Br)cc3)cc2c1 | 0.082 | 53 | i
O=C1CN(S(=O)(=O)c2ccccc2)CC(Cn2c3ccccc3c3ccccc32)O1 (stereo not given) | 0.11 | 47 | i
Cc1cc(N2CCN(C)CC2)nc2ccc(NC(=O)NCc3cccs3)cc12 | 0.19 | 75 | i
CCC(C(=O)NCCCn1nc(-c2ccco2)ccc1=O)c1ccccc1 (stereo not given) | 0.084 | 62 | i
C=CCNC(=O)C(=O)NCC1CCN(C)CC1 | 0.082 | 65 | i

# Another view of part of the listing above:
> CCCCc1ccc(Nc2nc3c(c(=O)n(C)c(=O)n3C)n2CC(=O)O)cc1
  AMPAR-TARP mod agonism max-min: 0.059 | AMPAR-TARP mod glutamate slope: 48 | AMPAR-TARP mod: i
> CCCC(=O)Nc1ccc2c(c1)N(C(=O)C1CCCO1)CC2 (stereo not given)
  AMPAR-TARP mod agonism max-min: 0.096 | AMPAR-TARP mod glutamate slope: 60 | AMPAR-TARP mod: i
